L3MBTL1 block = L3MBTL1 (human) inhibition. AlphaScreen L3MBTL1–H3K9me1 peptide binding. Q9Y468. hit rate 0.66% among 230,000. Potency, µM (top dose mostly 57.1 µM), inactives show at the highest dose activity, negative = inhibition, most hits filed as inhibitors. AID 485360; active = well fitted inhibition curve with a large enough effect; inconclusive = small, poorly fitted or top-dose-only effect; inactive = no such curve, though single readings can be large or run the other way; note: nearly all actives have a fitted effect of over 60% in size
Target sequence (Q9Y468 whole entry, looked up): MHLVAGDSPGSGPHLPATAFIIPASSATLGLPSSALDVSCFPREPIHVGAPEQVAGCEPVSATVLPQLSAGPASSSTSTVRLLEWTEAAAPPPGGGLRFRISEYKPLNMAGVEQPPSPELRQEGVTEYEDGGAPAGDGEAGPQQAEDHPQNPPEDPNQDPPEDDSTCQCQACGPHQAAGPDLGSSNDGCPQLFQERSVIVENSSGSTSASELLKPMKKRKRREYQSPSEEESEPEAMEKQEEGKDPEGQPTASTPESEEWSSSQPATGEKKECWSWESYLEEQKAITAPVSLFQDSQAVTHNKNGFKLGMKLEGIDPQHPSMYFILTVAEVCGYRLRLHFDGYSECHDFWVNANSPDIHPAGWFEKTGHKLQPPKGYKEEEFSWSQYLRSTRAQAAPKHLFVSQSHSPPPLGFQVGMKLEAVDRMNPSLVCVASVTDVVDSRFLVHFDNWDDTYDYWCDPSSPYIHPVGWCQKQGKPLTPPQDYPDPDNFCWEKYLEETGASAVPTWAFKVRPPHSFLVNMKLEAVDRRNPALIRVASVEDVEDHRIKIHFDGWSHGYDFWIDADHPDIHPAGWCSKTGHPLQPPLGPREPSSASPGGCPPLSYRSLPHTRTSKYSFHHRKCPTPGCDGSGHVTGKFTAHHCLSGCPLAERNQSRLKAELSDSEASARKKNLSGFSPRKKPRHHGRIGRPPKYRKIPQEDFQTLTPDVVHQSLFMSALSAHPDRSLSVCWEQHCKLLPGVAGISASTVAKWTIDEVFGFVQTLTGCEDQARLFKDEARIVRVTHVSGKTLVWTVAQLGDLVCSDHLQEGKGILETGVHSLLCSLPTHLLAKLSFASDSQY
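L3MBTL1 50 nM + b-AHA-H3(1-15)K9me1 75 nM, 30 min RT; compound added, 30 min RT; streptavidin donor/Ni-chelate acceptor beads 10 ug/mL each final, 30 min RT dark; AlphaScreen read.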
* hit, by the source's call; ? = inconclusive; [ ] = dose if it differs, or a comment. % is set by controls: 0 for no effect and ±100 for the full control effect; potency is the fitted concentration of half-maximal effect. Some of the compounds tested. The share of hits here may be higher or lower than overall.

molecule | L3MBTL1 block
CCC(CO)Oc1cc(NCc2ccc(C(C)(C)C)cc2)c2ncn(C(C)C)c2c1 (stereo not drawn) | -14.0%
Cc1oc(-c2ccccc2F)nc1CS(=O)(=O)CC(=O)NCc1ccccc1Cl | -1.7%
O=C(CCNS(=O)(=O)c1ccccc1C(F)(F)F)N1CCCCCCC1 | 5.1%
CCc1cccc(NC(=O)CCc2nc3sc4c(c3c(=O)[nH]2)CCCC4)c1 | ?
CC(C)CN(C(=O)CN(C)C(=O)Cc1ccc(Cl)cc1)c1c(N)n(CC(C)C)c(=O)[nH]c1=O | 9.5%
Cc1ccc2c(c1)C(=O)C(=O)N2c1ccc(C(F)(F)F)cc1 | -2.1%
CC[C@]12c3[nH]c4cc(-c5ccco5)ccc4c3CCN1C(=O)[C@@H](CC(=O)NC/C=C(\C)CCC=C(C)C)C[C@@H]2C(=O)N1CCN(C(=O)C2CC2)CC1 | -88.9%
COc1ccc(-c2cc(C(=O)N3CCN(c4ncccn4)CC3)c3ccccc3n2)cc1 | 0.7%
O=C(Cc1ccccc1[N+](=O)[O-])OCC(=O)N1CCN(c2ccccc2)CC1 | 8.4%
CC1CN2C(c3ccc(Cl)cc3)=CSC2=N1 (stereo not drawn) | -2.2%
CCCCN(C(=O)Nc1ccccc1)C1CCS(=O)(=O)C1 (stereo not drawn) | 2.9%
Cc1ccc(NC(=O)c2cc(S(=O)(=O)N3CCOCC3)cn2C)c(C)c1 | -0.7%
Cc1ccc(C(=O)NNC(=O)C2CSC3(C)CCC(=O)N23)cc1 (stereo not drawn) | 42.1%[activator]
CCOc1ccc(CNC(=O)c2nnc(CS(=O)(=O)c3ccccc3)o2)cc1OC | -4.8%
c1ccc(C[C@H]2CN=C(Nc3ccccc3)N2CCCC2CCCC2)cc1 | -0.2%
COC(=O)CNC(=O)C1CC(=O)N(CCc2ccc(F)cc2)C1 (stereo not drawn) | 3.2%
CCOc1ccc(C(=O)OCC(=O)N(Cc2ccccc2)Cc2ccccc2)cc1OC | 1.0%
COc1ccc(-c2sc3cc4c(cc3c2-c2ccc(OCCN3CCCCC3)cc2)OCO4)cc1 | -6.2%
C=CC[C@H](CC(=O)N[C@H](CO)Cc1ccccc1)C(=O)N[C@@H](COC(=O)[C@@H](CC=C)Cc1ccc(F)cc1)Cc1c[nH]c2ccccc12 | -6.3%
O=S(=O)(c1cc(F)ccc1F)N1CCN2CCCC2C1 (stereo not drawn) | 3.5%
S=C(Nc1ccc(Br)cc1)N1CCN(c2ccccn2)CC1 | -6.6%
CC(=O)C1=C(O)C(=O)N(c2ccc(F)cc2)C1c1ccc(C)cc1 (stereo not drawn) | -7.4%[2.29 µM]
Cc1ccc(/C(O)=C2\C(=O)C(=O)N(C)C2c2ccc(F)cc2)cc1 (stereo not drawn) | 6.7%
COc1cccc(NC(=O)CN(C)C(=O)c2c(C)noc2C)c1 | 7.1%
CCCCN(C(=O)c1cccc(N2C(=O)c3ccccc3C2=O)c1)c1c(N)n(CC(C)C)c(=O)[nH]c1=O | 4.2%
CCCn1ccnc1SC(C)C(=O)Nc1c(C)n(C)n(-c2ccccc2)c1=O (stereo not drawn) | 5.9%
Nn1c(SCC(=O)Nc2cccnc2Cl)nnc1-c1ccccc1 | 3.2%
CCc1noc(C)c1C(=O)NNC(=O)c1ccccc1Cl | -8.1%
Cc1ccc(OCCC(=O)NNC(=O)c2cc(C)oc2C)cc1 | -1.1%
CN(C)S(=O)(=O)N1CCc2ccc(NC(=O)c3ccccc3Cl)cc2C1 | 4.7%

Next part, overlapping the part above by five compounds.
molecule | L3MBTL1 block
CCCn1ccnc1SC(C)C(=O)Nc1c(C)n(C)n(-c2ccccc2)c1=O (stereo not drawn) | 5.9%
Nn1c(SCC(=O)Nc2cccnc2Cl)nnc1-c1ccccc1 | 3.2%
CCc1noc(C)c1C(=O)NNC(=O)c1ccccc1Cl | -8.1%
Cc1ccc(OCCC(=O)NNC(=O)c2cc(C)oc2C)cc1 | -1.1%
CN(C)S(=O)(=O)N1CCc2ccc(NC(=O)c3ccccc3Cl)cc2C1 | 4.7%
CCOC(=O)C1CCCN(C(=O)c2cc(S(=O)(=O)N3CCCCC3)c[nH]2)C1 (stereo not drawn) | -4.1%
C=CCn1c(C)cc(-c2csc(NC(=O)C3=COCCO3)n2)c1C | -6.2%
CCOc1cc(/C=N/NC(=O)c2cccc(S(=O)(=O)N3CCOCC3)c2)ccc1OCC(=O)N(C)C | 5.6%
CC(C)c1ccc(CNCCCSc2ncccn2)cc1 | 10.9%
CC(=O)Nc1ccc(NC(=O)C2CC(=O)N(C(C)C)C2)cc1 (stereo not drawn) | 0.0%
CC1=C(C)CC(C(=O)Nc2nc(C)cs2)C(C(=O)O)C1 (stereo not drawn) | 7.1%
CCN1C(=O)[C@H]2[C@H]3CN=C(SCc4ccc(C(=O)OC)cc4)N3[C@@](Cc3ccccc3)(C(=O)OC)[C@H]2C1=O | -2.7%
CCN(c1ccccc1)S(=O)(=O)c1ccc(C(=O)NC2CCN(Cc3ccccc3)CC2)cc1 | 2.3%
COc1ccccc1N1CCN(C2CCCN(C(=O)CC(F)(F)F)C2)CC1 (stereo not drawn) | 5.6%
CCC(C)NC(=O)C1CCCN(S(=O)(=O)c2ccc3c(c2)CC(C)N3C(=O)C2CC2)C1 (stereo not drawn) | 5.0%
COC(=O)C(c1ccccc1)C1(O)CC(C)N(C)CC1C (stereo not drawn) | 5.3%
CCCCC(CC)C(=O)Nc1cc(C(=O)NCCC)ccc1N1CCC2(CC1)CC(c1ccccc1)=NO2 (stereo not drawn) | -2.9%
CC(=O)c1ccc(NC(=O)CSc2nc3ccccc3c(=O)n2CCCN2CCOCC2)cc1 | -0.3%
C[C@H](NC(=O)c1ncn(Cc2ccccc2)c1C(=O)N[C@@H](C)c1ccccc1)c1ccccc1 | 2.9%
CCOCCn1ccc2c(OCC(=O)Nc3cc(OC)ccc3OC)cccc2c1=O | -3.0%
Nc1nc(SCC(=O)Nc2ccc(Br)cc2Br)n[nH]1 | 0.4%
C/C(=C\c1ccccc1)CN1CCN(C(C)C)C(CCO)C1 (stereo not drawn) | -2.4%
CS(=O)(=O)N1CCC(C(=O)Nc2ccc(F)c(Cl)c2)CC1 | -8.6%
O=C(COC(=O)c1c(Cl)cccc1Cl)NC1CCCCCCC1 | 6.0%
CCCCCCSc1ccc([C@@H]2[C@H]3C(=O)N(CC)C(=O)[C@H]3[C@]3(C(=O)OC)CCCCN23)cc1 | 6.7%
O=C1CS(=O)(=O)N(Cc2ccc(F)cc2)c2ccccc21 | 0.8%
CN(C)C(CNC(=O)c1ccc2[nH]c(=O)c(=O)[nH]c2c1)c1ccco1 (stereo not drawn) | -1.6%
CCCCN(C(=O)c1ccc([N+](=O)[O-])s1)c1c(N)n(CC(C)C)c(=O)[nH]c1=O | 1.3%
CCCc1cc(=O)[nH]c2nnc(SCC(=O)NCc3ccc4c(c3)OCO4)n12 | 2.8%
CC(C)NC(=O)N1CC(c2ccccc2)C(c2ccc(Cl)cc2)=N1 (stereo not drawn) | -3.4%
COc1ccc(NC(=O)c2cnc(SCC(=O)NCCc3ccccc3)n(C)c2=O)cc1 | 5.0%
COc1ccc(CNS(=O)(=O)CCNC(=O)c2ccc3c(c2)OCO3)cc1 | 5.8%
O=C(Cn1cnc2ccccc2c1=O)N1CCN(S(=O)(=O)c2ccc(F)cc2)CC1 | 8.4%
CCOC(=O)c1c(NC(=O)COc2ccccc2OCC)sc2c1CC(C)(C)NC2(C)C | -9.7%
O=C(COC(=O)c1ccc(F)cc1F)Nc1cccnc1Cl | -2.3%

Next part:
molecule | L3MBTL1 block
CCCOc1ccc(Cc2c(O)nc(SC)[nH]c2=O)cc1C | 19.8%[2.29 µM]
COc1cc(OC)c(C2Nc3ccccc3NC3=C2C(=O)CC(C)(C)C3)cc1OC (stereo not drawn) | -2.3%
Cc1cc(NC(=O)CCS(=O)(=O)c2ccc(F)cc2)no1 | 3.0%
N#Cc1ccc(CN2CCN(C(=O)CN3C(=O)NC4(CCCC4)C3=O)CC2)cc1 | -1.2%
CC1(c2nnc(-c3cccc(Cl)c3)o2)CC(c2ccc(OC(F)(F)F)cc2)=NO1 (stereo not drawn) | 11.9%
CC(NC(=O)COc1ccccc1)C(=O)NCc1ccccc1Cl (stereo not drawn) | -0.8%
CCOc1cc(CNn2cnnc2)cc(Br)c1OCC(=O)NC(C)(C)C | 0.3%
c1ccc(-c2ccc3[nH]ccc3c2)cc1 | 15.6%
COc1cccc(CNC(=O)CCNS(=O)(=O)c2ccc(C)cc2)c1 | 39.7%[activator]
O=C(CNC(=O)c1ccc(Br)o1)NNC(=O)c1ccc(Br)cc1 | -5.2%
NC(=O)c1ccsc1NC(=O)CSc1nnc(NC2CC2)s1 | 1.4%
CCc1nccn1S(=O)(=O)c1cc(OC)ccc1OC | -2.2%
CCCCCCOc1ccc(/C=C/C(=O)N2CCOCC2)cc1OC | -0.6%
COc1ccc(CN(C)CC(=O)Nc2ccccc2C(=O)NC2CC2)cc1F | 8.2%
CN(C)CCCn1c2c(c(SCC(=O)Nc3ccc4c(c3)OCO4)nc1=O)CCCC2 | 6.4%
O=C(NCCc1ccccc1)c1cccc(S(=O)(=O)NCc2ccccc2)c1 | 0.2%
O=S(=O)(c1cccc(S(=O)(=O)N2CCOCC2)c1)N1CCCCCC1 | 5.3%
O=C(C1=C(O)C(=O)N(c2nc3ccc(Cl)cc3s2)C1c1ccco1)c1ccco1 (stereo not drawn) | 20µM*
Cc1ccc(-c2csc3ncn(CC#N)c(=O)c23)cc1C | 22.4µM*
CCc1ccc(OCCCCN(C)Cc2ccccc2)cc1 | 3.6%
O=C(O)CCSc1nnc(SCC(=O)NC2CCS(=O)(=O)C2)s1 (stereo not drawn) | -1.3%
NC(=O)c1ccc(NC(=O)CCN=C2NS(=O)(=O)c3ccccc32)cc1 | -4.3%
Cc1cc(C)nc(NC(=O)CN2C(=O)c3ccccc3S2(=O)=O)n1 | 7.2%
CCC(C)N(C(=O)CSc1ncnc2sccc12)C1CCS(=O)(=O)C1 (stereo not drawn) | -0.3%
CC1CN(c2nc3ccccc3nc2NS(=O)(=O)c2ccccc2)CC(C)O1 (stereo not drawn) | 10.3%
COc1ccccc1C(=O)NCCC(=O)NNC(=O)Cn1ccc(C(F)(F)F)n1 | -1.1%
Fc1cccc(/C=N/Nc2nccnc2Cl)c1 | 1.6%
O=C(NCc1ccncc1)c1cc(S(=O)(=O)N2CCOCC2)c(Cl)cc1Cl | 5.7%
CCN1CCN(CCCNC(=O)CCC(=O)N2CC(C)Oc3ccc(C)cc32)CC1 (stereo not drawn) | 3.3%
CCc1ccccc1NC(=O)CNC(=O)c1ccc(OCc2cn3ccccc3n2)cc1 | -14.3%

(cont.)
molecule | L3MBTL1 block
CCCNC(=O)C(Cc1ccc(I)cc1)NC(=O)C1CC1 (stereo not drawn) | 24.1%
C[C@H]1COC(=O)CCC/C=C\C[C@H](CC(=O)N(CCO)Cc2ccccc2)C(=O)N1 | 3.7%
CC(C)CN(C(=O)c1cccc(S(=O)(=O)N2CCN(Cc3ccccc3)CC2)c1)C1CCS(=O)(=O)C1 (stereo not drawn) | -0.8%
O=c1cc[nH]c2c1ccc1cccnc12 | -8.0%
O=C(O)[C@@H]1CCCN(S(=O)(=O)c2cccc3cccnc23)C1 | 5.0%
CCOc1ccc(CN(C)C(=O)CCc2ccc(S(=O)(=O)N3CCCCCC3)cc2)cc1 | 4.9%
O=C(COC(=O)c1ccc2ncsc2c1)NCc1cccc(Cl)c1 | -0.6%
CC(C)(C)NC(=O)CSc1ncccc1-c1nc2ccccc2[nH]1 | 2.4%
COc1ccc(NC(=O)CN(C)C(=O)c2ccc(N3CCCC3)c([N+](=O)[O-])c2)cc1 | -2.3%
COc1ccc(-c2cc(C(=O)N3CCCC(C(F)(F)F)C3)c3ccccc3n2)cc1OC (stereo not drawn) | 1.7%
O=C(COC(=O)CNC(=O)c1ccc(Cl)cc1Cl)NNC(=O)c1ccccc1F | 3.2%
COc1ccc(S(=O)(=O)N(Cc2ccccc2)c2ccccc2C(=O)O)cc1 | 6.3%
Cc1ccc(S(=O)(=O)NCCC(=O)OCC(=O)N(C)c2ccccc2)cc1 | 4.3%
O=C1C=C(c2ccc(F)cc2OCc2ccccc2)C[C@@H](c2ccc3c(c2)OCO3)C1 | -13.3%
CC(=O)c1ccc(OCCCC(=O)Nc2cccc(S(=O)(=O)N3CCCCC3)c2)cc1 | -7.0%
COc1ccccc1C(=O)COC(=O)CNS(=O)(=O)c1ccc(C)c(C)c1 | 3.6%
O=C(Nc1ccc(S(=O)(=O)C(F)F)cc1)c1ccc2c(=O)n3c(nc2c1)CCC3 | -2.4%
COc1ccc(C(=O)O)cc1S(=O)(=O)Nc1ccccc1C(=O)NCc1ccc2c(c1)OCO2 | -2.9%
CCC(C)c1ccc(NC(=O)c2c([N+](=O)[O-])cnn2CC)cc1 (stereo not drawn) | 10.5%
NC(=O)c1c(NC(=O)c2ccc(F)cc2Cl)sc2c1CCC2 | -2.4%
Cc1cc(C(=O)OCC(=O)NCc2ccccc2)c2ccccc2n1 | 0.9%
CC(C)(C)NC(=O)C[C@H]1C[C@H](C(=O)N2CCOCC2)[C@@]2(C)c3[nH]c4ccc(Cl)cc4c3CCN2C1=O | -2.1%
COCCSc1nnc(NC(=O)c2ccco2)s1 | -4.7%
O=C(/C=C/c1cccc(Cl)c1)c1ccc([N+](=O)[O-])o1 | -2.9%
